Bioassay records deposited in PubChem by National Center for Advancing Translational Sciences (NCATS).
mIDH1 inhibitor = human IDH1 R132H inhibition; O75874; IDH1-R132H enzyme, NADPH consumption, diaphorase/resazurin fluorescence; Potency, µM (top dose mostly 76.6 µM), without a hit: at the top dose activity change, negative = inhibition, usual class: inhibitors; actives 0.093% (n = 390,000); AID 602179; note: potency is the fitted concentration of half-maximal effect; % is set by controls: 0 for no effect and ±100 for the full control effect; nearly all actives have a fitted effect of over 65% in size
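IDH1-R132H (0.5 ug/mL) preincubated 30 min with compound, then NADPH (0.016 mM) and alpha-KG (2 mM) added; 80 min at RT, pH 7.5. Remaining NADPH coupled via diaphorase/resazurin to fluorescence (540/590 nm); concentration-response curves normalized to no-enzyme control.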
PI4K2A inh = blocks human PI4K2A kinase activity; activity change, negative = inhibition, % at 76.9 µM; purified PI4K2A, ADP-Glo luminescence, 1 h; stronger effect = lower value; actives 0.13% (n = 420,000); in the data active = activity change below about -50%; inconclusive = mostly about -30% to -49%;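 note: -100% = wells without enzyme as full effect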
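PI4K2A activity was measured by ADP-Glo luminescence: enzyme (4 ug/mL stock) and phosphatidylinositol (1.2 mM stock) in Tris pH 7.5/MgCl2/EGTA/Triton X-100 buffer were reacted with ATP (300 microM stock) for one hour at ambient temperature.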
TRHR enhancer = allosteric enhancers of human TRH receptor; P34981; TRHR cells, fluo-8 calcium fluorescence, EC20 TRH enhancement; AID 493056; actives 0.66% (n = 360,000); enhancement, % at 2 µM; in the data active = enhancement above about 30%; note: 0% is about no effect
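TRHR-expressing cells loaded with fluo-8 calcium dye were read kinetically (ex 480/em 530) during compound addition, then stimulated with an EC20 of TRH (10 nM final). Enhancement of the Gq-mediated intracellular calcium response was scored.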
D2 ag = D2 dopamine receptor (human) agonism; P14416; HEK293 T-REx D2 cells, calcium flux agonist mode; activation, % at 2 µM; actives 0.53% (n = 340,000);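 active = activation over 3 SD above normal in the single-dose calcium agonist read, cut at about 30% in these data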; note: 0% is about no effect
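Tetracycline-induced HEK293 Trex cells with D2 receptor force-coupled to calcium signaling, plated overnight at 30 C and loaded with no-wash calcium dye. Calcium flux read kinetically for 180 s after compound addition; responses flag agonists.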
D2 antagonist = antagonists of human D2 dopamine receptor; actives 2% (n = 340,000); AID 485344; HEK293 TREx D2 cells, calcium flux, dopamine EC80; inhibition, % at 10 µM; P14416; in the data active = inhibition above about 30%; note: 0% is about no effect
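Dopamine at EC80 is the agonist stimulus; test compounds precede it by 180 s. Calcium flux read kinetically in a force-coupled, inducible HEK293 T-REx D2 cell line.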
TrxR1 inh = blocks rat thioredoxin reductase 1; O89049; recombinant rTrxR1, NADPH fluorescence consumption, selenite substrate; Potency, µM (titrated, usually from 114 µM), inactives show top-dose activity change, negative = inhibition, hits mostly inhibitors; actives 1% (n = 390,000); note: potency is the fitted concentration of half-maximal effect; % is set by controls: 0 for no effect and ±100 for the full control effect; nearly all actives have a fitted effect of over 65% in size
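Rat TrxR1 (90 nM in the dispensed reagent) was pre-reduced with 400 uM NADPH for 5 min at room temperature, then incubated with compound for 15 min. After 400 uM selenite was added, NADPH fluorescence (Ex 340/Em 450 nm) was followed for 8 min.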
TrxR1 substrate = is turned over as a substrate by rat TrxR1; purified TrxR1 substrate turnover, NADPH consumption readout; Potency, µM (titrated, usually from 114 µM), without a hit: top-dose activity change, negative = substrate turnover; actives 0.01% (n = 390,000); AID 588456; note: potency is the fitted concentration of half-maximal effect; % is set by controls: 0 for no effect and ±100 for the full control effect; nearly all actives have a fitted effect of over 50% in size
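Rat TrxR1, dispensed at 90 nM, was prereduced with 400 uM NADPH (final) for 5 min at ~22 deg C, then incubated with compound 15 min before 400 uM selenite. A first-read NADPH fluorescence drop versus no-compound background flagged substrates.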
TRHR agonist = TRH receptor (human) agonism; AID 493084; P34981; actives 0.18% (n = 360,000); activation, % at 2 µM; TRHR cells, calcium flux fluo-8, FDSS agonist mode; in the data active = activation above about 30%; note: 0% is about no effect
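Read-out: compound-evoked intracellular calcium rise in TRHR cells, fluo-8 dye, kinetic FDSS fluorescence at 1 s/cycle following a 10-cycle baseline. Cells cultured overnight before dye loading (30 min–1.5 h, RT).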
USP1-UAF1 inh = USP1/UAF1 (human) deubiquitinase inhibition. O94782. Potency, µM (series often up to 57.1 µM), inactives show at the top dose activity change, negative = inhibition, most hits filed as inhibitors. recombinant USP1/UAF1, Ub-Rhodamine cleavage fluorescence. AID 743255. actives 0.23% (n = 390,000); note: potency is the fitted concentration of half-maximal effect; % is set by controls: 0 for no effect and ±100 for the full control effect; nearly all actives have a fitted effect of over 60% in size; inactives centre near -12
Target sequence (O94782 whole entry, looked up): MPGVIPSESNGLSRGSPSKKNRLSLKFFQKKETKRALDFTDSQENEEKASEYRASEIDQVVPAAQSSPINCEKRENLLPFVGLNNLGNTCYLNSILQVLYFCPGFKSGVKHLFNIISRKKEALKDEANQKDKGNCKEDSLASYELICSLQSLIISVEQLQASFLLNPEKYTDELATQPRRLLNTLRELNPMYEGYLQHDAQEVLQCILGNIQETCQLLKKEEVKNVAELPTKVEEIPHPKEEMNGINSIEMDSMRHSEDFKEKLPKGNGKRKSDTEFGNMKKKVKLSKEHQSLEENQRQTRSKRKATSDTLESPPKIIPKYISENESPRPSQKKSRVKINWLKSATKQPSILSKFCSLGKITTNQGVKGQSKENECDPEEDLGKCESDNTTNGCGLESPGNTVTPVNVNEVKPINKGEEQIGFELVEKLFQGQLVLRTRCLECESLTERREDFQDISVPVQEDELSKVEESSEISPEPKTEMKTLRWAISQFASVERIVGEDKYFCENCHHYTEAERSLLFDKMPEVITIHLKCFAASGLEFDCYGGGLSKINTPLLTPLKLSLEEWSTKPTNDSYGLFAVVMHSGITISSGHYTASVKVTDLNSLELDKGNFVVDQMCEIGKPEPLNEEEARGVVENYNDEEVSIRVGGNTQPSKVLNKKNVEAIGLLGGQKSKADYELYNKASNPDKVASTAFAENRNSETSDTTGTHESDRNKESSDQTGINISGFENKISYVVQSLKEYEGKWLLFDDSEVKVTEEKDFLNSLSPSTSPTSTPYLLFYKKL
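1 nM enzyme complex + cpd, 15 min RT; start with Ub-Rho 150nM final; kinetic fluorescence ex 480/em 540, 6 reads q60 s. Buffer 50mM HEPES pH 7.8, 0.5mM EDTA, 0.1 mg/ml BSA, 1mM TCEP, 0.01% Tween-20.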
The depositor's hits bear a star; ? = inconclusive; nt = not tested or not shown; [ ] = dose if it differs, or a comment. Unless noted, calls come from the whole dose curve; as a rule, active = well fitted inhibition curve with a large enough effect; inconclusive = small, poorly fitted or top-dose-only effect; inactive = no such curve, though single readings can be large or run the other way. No enrichment for hits (roughly 3.9% active in at least one column).

no. | SMILES | mIDH1 inhibitor | PI4K2A inh | TRHR enhancer | D2 ag | D2 antagonist
1 | Cc1nn2c(=O)cc(CSc3nc4ccccc4[nH]3)nc2s1 | -3% | -4 | -7 | 0.8 | 39*
2 | CCOc1ccc(OCCC(=O)OCC(=O)NC2CC2)cc1 | 6% | -1 | 13 | -0.2 | -23
3 | Cc1cccn2c(=O)c(/C=C3\SC(=S)N(CC(C)C)C3=O)c(NCCCOC(C)C)nc12 | -4% | 2 | 11 | 3.5 | 25
4 | O=C(CCCO)c1ccc2c(c1)OCCO2 | 9% | -8 | 1 | -0.2 | -1
5 | CCCCN(C(=O)/C=C/c1ccco1)c1c(N)n(CC(C)C)c(=O)[nH]c1=O | 8% | -10 | -4 | nt | nt
6 | O=c1cc(O)nc(SCc2ccccc2)[nH]1 | 0% | -1 | 7 | -0.2 | -9
7 | C=CCOc1ccc(C(=O)Nc2ccccc2C(=O)NCc2cccnc2)cc1 | 1% | -1 | 3 | 0.1 | -5
8 | Cc1cnc(C(=O)Nc2cccc(S(=O)(=O)N(C)C)c2)cn1 | 1% | 2 | 2 | -0.1 | 4

no. | TrxR1 inh | TrxR1 substrate | TRHR agonist | USP1-UAF1 inh
1 | 14%[57.1 µM] | 0%[57.1 µM] | -0.6 | -7%
2 | 11% | 6% | -0.9 | -6%
3 | 11% | -2% | 10 | -19%
4 | 30% | 17% | -0.3 | -14%
5 | 12%[57.1 µM] | 11%[57.1 µM] | 0.6 | -9%
6 | -15% | -2% | 0.4 | -16%
7 | -17%[57.1 µM] | -3%[57.1 µM] | -0.3 | -7%
8 | -9% | -8% | -0.1 | -2%

Further entries
no. | SMILES | mIDH1 inhibitor | PI4K2A inh | TRHR enhancer | D2 ag | D2 antagonist
9 | O=c1[nH]c2ccc(NCc3ccc(-c4ccc(F)cc4)o3)cc2[nH]1 | 10% | -2 | -1 | 1.6 | nt
10 | CC(C)Oc1ccc(C(=O)Nc2ccc(N3CCCC3)cc2)cc1 | 6% | -2 | -2 | -0.2 | -5
11 | COc1ccc(C(N)c2nccc3cc(OC)c(OC)cc23)cc1OC (stereo not given) | 5% | -19 | 5 | 0.7 | -8
12 | Cc1ccc2c(Cl)c(C)c(N3CCCCC3)nc2n1 | -1% | -1 | 2 | -1.3 | 2
13 | COc1ccc(CNC(=O)c2ccc3c(Cl)c4c(nc3c2)CCCC4)c(OC)c1 | 12% | 5 | 5 | -2.4 | nt
14 | CC(=O)Nc1ccc(C(=O)OCC(=O)N2CCCC2)cc1 | 9% | 5 | -1 | 3.6 | -2
15 | O=C(Nc1cccc(Cl)c1)C(Cc1ccccc1)n1cccc1 (stereo not given) | 34%[activator] | -3 | 5 | 0.7 | nt
16 | CCCCc1ccc(-n2nc3cc(C)c(NC(=O)c4ccc(C#N)cc4F)cc3n2)cc1 | 12% | 2 | 0 | -0.2 | nt

no. | TrxR1 inh | TrxR1 substrate | TRHR agonist | USP1-UAF1 inh
9 | 10% | 2% | 1.0 | 5%
10 | -7% | 5% | 0.0 | -16%
11 | -16% | 4% | 0.2 | -23%
12 | 1% | -3% | -0.3 | -10%
13 | 19% | 2% | -0.6 | -28%
14 | 17% | 0% | 0.6 | -16%
15 | 11% | 0% | 0.8 | -7%
16 | 17% | 6% | -0.1 | -17%

Further structures:
no. | SMILES | mIDH1 inhibitor | PI4K2A inh | TRHR enhancer | D2 ag | D2 antagonist
17 | Cc1cc2cc(C(c3nnnn3Cc3ccccc3)N3CCc4ccccc43)c(=O)[nH]c2cc1C (stereo not given) | 3% | 2 | 3 | -0.8 | -17
18 | C/C=C/C=N/NC(=O)CN(c1ccc(Br)cc1)S(=O)(=O)c1ccccc1 | 0% | -4 | 11 | -0.1 | 1
19 | Cc1ccc(S(=O)(=O)NC(C(=O)N2CCOCCOCCOCCOCC2)C(C)C)cc1 (stereo not given) | 0% | -3 | -1 | 0.2 | 16
20 | CCc1ccc(NC(=O)Cn2ccn(-c3ccc(OC)cc3)c(=O)c2=O)cc1 | 14% | -1 | -2 | -0.1 | nt
21 | Nc1nnc(SCC(=O)c2ccccc2)s1 | -3% | -3 | 6 | 0.4 | 7
22 | COCCN1C(=O)/C(=C/c2ccc(N3CCCC3)cc2C)SC1=S | -7% | 0 | 24 | 37* | -24
23 | COc1ccc(CCN2C(=O)CC(NCCc3ccc(S(N)(=O)=O)cc3)C2=O)cc1OC (stereo not given) | 3% | 2 | 9 | -0.4 | 29
24 | CCNC(=O)c1ccc(C)c(-n2c(C)nc3cccnc32)c1 | 2% | 0 | 6 | 0.3 | nt

no. | TrxR1 inh | TrxR1 substrate | TRHR agonist | USP1-UAF1 inh
17 | 7%[57.1 µM] | -4%[57.1 µM] | 2.6 | -3%
18 | ? | 4% | 0.2 | -20%
19 | 13% | 2% | 0.1 | -5%
20 | 27%[11.4 µM] | -4% | 0.5 | 13%
21 | -18% | -5% | -0.8 | 9%
22 | -6% | 6% | 53* | ?
23 | -13% | -4% | -1.0 | -4%
24 | 3% | 3% | 0.1 | -24%

New compounds follow
no. | SMILES | mIDH1 inhibitor | PI4K2A inh | TRHR enhancer | D2 ag | D2 antagonist
25 | O=C(N/N=C/c1ccc(OCCCF)cc1)c1ccc(C(F)(F)F)cc1 | -5% | -2 | 0 | 0.9 | 16
26 | COc1cccc(CNc2ncn[nH]2)c1OCc1ccc(F)cc1 | -3% | 0 | 2 | 1.7 | 4
27 | CCOC(=O)C1C(=O)NC(c2ccccc2)=NC1c1ccccc1 (stereo not given) | 2% | 4 | 17 | 0.4 | -10
28 | COc1ccc(NC(=O)CN(C)C(=O)c2oc3c(ccc4ccccc43)c2C)cc1 | 0% | 4 | 11 | 0.6 | -15
29 | CCOC(=O)c1c(-c2ccccc2)oc2ccc(OCc3cccc(Br)c3)cc12 | 0% | -6 | 1 | 1.6 | nt
30 | COc1cc(C=C(c2nc3ccccc3s2)c2nc3ccccc3s2)ccc1O | 0% | -20 | -1 | -1.3 | -3
31 | O=C(COc1ccccc1)Nc1cccc(S(=O)(=O)N2CCCC2)c1 | 7% | -4 | 2 | -0.4 | 0
32 | Cn1cc(CN2CCCC(CNS(=O)(=O)c3cccc4cccnc34)C2)cn1 (stereo not given) | 1% | -1 | -2 | 0.2 | -4

no. | TrxR1 inh | TrxR1 substrate | TRHR agonist | USP1-UAF1 inh
25 | -16% | -7% | 0.1 | -1%
26 | 5%[57.1 µM] | -5% | -0.2 | -4%
27 | 2%[57.1 µM] | 8% | 0.1 | 8%
28 | 23% | 6% | -0.1 | -23%
29 | 68%[activator] | 178%[activator] | 1.9 | 2%
30 | -3% | 0% | 1.9 | -21%
31 | 1% | 1% | 0.3 | -14%
32 | -7% | -9% | -1.1 | -2%

New compounds follow.
no. | SMILES | mIDH1 inhibitor | PI4K2A inh | TRHR enhancer | D2 ag | D2 antagonist
33 | CCOC(=O)CSc1nnc(-c2ccc(OC)cc2)n1CC | 4% | -2 | -8 | -0.3 | 3
34 | Cc1ccc(NS(=O)(=O)c2ccc(NC(=O)CN(c3cc([N+](=O)[O-])ccc3C)S(C)(=O)=O)cc2)c(C)c1 | -3% | 5 | 10 | 1.2 | 3
35 | O=C1NC(=O)/C(=C/c2cccc([N+](=O)[O-])c2)N1 | 1% | -7 | -7 | -0.4 | -12
36 | Cc1ccc(-c2n[nH]c(=S)n2/N=C/C=C/c2ccccc2[N+](=O)[O-])cc1 | 0% | -4 | 4 | 1.1 | -10
37 | CCOc1ccc(C(c2c(C)[nH][nH]c2=O)c2c(C)[nH][nH]c2=O)cc1OCC | 3% | -8 | 0 | nt | nt
38 | COc1ccc2oc(C(=O)OCC(=O)NC3CCCC3)c(C)c2c1 | 0% | -2 | 1 | -0.4 | 5
39 | Cc1cccc(N2C(=O)CC(Sc3nccc(C)n3)C2=O)c1 (stereo not given) | 4% | -3 | 5 | 0.3 | -2
40 | O=C(COc1ccccc1)NCC(=O)Nc1ccncc1 | -4% | 3 | 8 | -0.5 | -1

no. | TrxR1 inh | TrxR1 substrate | TRHR agonist | USP1-UAF1 inh
33 | -4% | -6% | 0.4 | -17%
34 | -1% | -7% | 0.3 | -21%
35 | -3%[57.1 µM] | -6% | -1.3 | -16%
36 | 18% | 9% | 0.2 | -27%
37 | -21% | 5%[0.457 µM] | 0.5 | -13%
38 | -13% | 31%[activator] | -0.1 | -16%
39 | -6%[57.1 µM] | -8%[57.1 µM] | 0.3 | -1%
40 | 16% | 4% | 0.2 | -5%

Part of the list above, bar-delimited:
entry | compound | mIDH1 inhibitor | PI4K2A inh | TRHR enhancer | D2 ag | D2 antagonist | TrxR1 inh | TrxR1 substrate | TRHR agonist | USP1-UAF1 inh
31 | O=C(COc1ccccc1)Nc1cccc(S(=O)(=O)N2CCCC2)c1 | 7% | -4 | 2 | -0.4 | 0 | 1% | 1% | 0.3 | -14%
32 | Cn1cc(CN2CCCC(CNS(=O)(=O)c3cccc4cccnc34)C2)cn1 (stereo not given) | 1% | -1 | -2 | 0.2 | -4 | -7% | -9% | -1.1 | -2%
33 | CCOC(=O)CSc1nnc(-c2ccc(OC)cc2)n1CC | 4% | -2 | -8 | -0.3 | 3 | -4% | -6% | 0.4 | -17%
34 | Cc1ccc(NS(=O)(=O)c2ccc(NC(=O)CN(c3cc([N+](=O)[O-])ccc3C)S(C)(=O)=O)cc2)c(C)c1 | -3% | 5 | 10 | 1.2 | 3 | -1% | -7% | 0.3 | -21%
35 | O=C1NC(=O)/C(=C/c2cccc([N+](=O)[O-])c2)N1 | 1% | -7 | -7 | -0.4 | -12 | -3%[57.1 µM] | -6% | -1.3 | -16%
36 | Cc1ccc(-c2n[nH]c(=S)n2/N=C/C=C/c2ccccc2[N+](=O)[O-])cc1 | 0% | -4 | 4 | 1.1 | -10 | 18% | 9% | 0.2 | -27%
37 | CCOc1ccc(C(c2c(C)[nH][nH]c2=O)c2c(C)[nH][nH]c2=O)cc1OCC | 3% | -8 | 0 | nt | nt | -21% | 5%[0.457 µM] | 0.5 | -13%
